High-throughput results as filed in PubChem.
Menin-MLL TR inh: qHTS Assay for Inhibitors Targeting the Menin-MLL Interaction in MLL Related Leukemias: Competition With Texas Red Labeled MLL-derived Mutant Peptide. O00255. Menin + Texas Red MLL mutant peptide, fluorescence polarization. Potency, µM (series often up to 61.6 µM), without a hit: at the highest dose FP activity change, negative = inhibition, actives largely listed as inhibitors. 270,000 compounds, 0.23% hits. AID 1768, 2009; active = well fitted inhibition curve with a large enough effect in the polarisation, with a control signal flat, not every such curve was filed as active; inconclusive = small, poorly fitted or top-dose-only effect, or effect the other way, or a change in a side signal; inactive = no such curve, though single readings can be large or run the other way; the % refers to the polarisation; note: potency is the fitted concentration of half-maximal effect; % of control where 0% means no effect; many of its hits are not listed in these tables
B2AR arrestin: qHTS assay of beta-arrestin-biased ligands of beta2-adrenergic receptor. Beta-2 adrenergic receptor (Homo sapiens), P07550. beta-arrestin recruitment to beta2AR, cell-based reporter. Potency, µM (titrated, usually from 46.1 µM), without a hit: at the highest dose activation, actives largely listed as activators. 330,000 compounds, 0.02% hits. AID 492947, 2010;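 note: potency is the fitted concentration of half-maximal effect; 0% = DMSO controls and full agonism = EC100 isoproterenol or metaproterenol; nearly all actives have a fitted effect of over 65% in size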
Target sequence (P07550 whole entry, looked up): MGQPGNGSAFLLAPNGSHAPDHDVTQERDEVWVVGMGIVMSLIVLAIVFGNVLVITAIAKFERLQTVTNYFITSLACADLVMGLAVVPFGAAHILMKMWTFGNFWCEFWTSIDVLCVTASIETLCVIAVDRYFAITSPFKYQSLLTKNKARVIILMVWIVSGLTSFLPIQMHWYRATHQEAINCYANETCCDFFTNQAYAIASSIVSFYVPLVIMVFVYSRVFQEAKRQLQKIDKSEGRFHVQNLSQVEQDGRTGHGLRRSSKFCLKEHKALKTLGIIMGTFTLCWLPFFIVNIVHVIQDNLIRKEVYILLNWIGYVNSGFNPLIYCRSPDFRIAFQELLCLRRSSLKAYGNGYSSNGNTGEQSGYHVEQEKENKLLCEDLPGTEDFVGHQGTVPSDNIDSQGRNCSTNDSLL
TRPV1 ag: HTS Assay for Compounds that Act as Agonists of the Vanilloid Receptor 1; activation, % at 8.33 µM; AID 540275, 2011; 320,000 compounds, 0.19% hits; TRPV1-expressing cells, Fluo-8 calcium influx, agonist mode; Transient receptor potential cation channel subfamily V member 1 (Homo sapiens), Q8NER1; in the data active = activation above about 80%; inconclusive = between about 30% and that limit; note: 0% is about no effect
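Cells expressing TRPV1 were dye-loaded with Fluo-8 and read kinetically: 10 s baseline, 3 min after compound (agonist portion), then 2 min after EC20 capsaicin (allosteric enhancer portion). Calcium-bound dye fluorescence at 480/520 nm.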
KCNH2 3.1 inh: qHTS for Inhibitors of KCHN2 3.1: Mutant qHTS | U2OS KCNH2 3.1, thallium flux FluxOr; hits give low values | activity change, % (tested at about 1.8 µM) | 340,000 compounds, 0.95% hits | AID 720553, 2013;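 active = maximum activity change below -70%; inconclusive = maximum activity change from -70% to -50%; inactive = maximum activity change above -50%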;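 note: thallium influx rate constant from kinetic fluorescence after stimulation buffer; % is set by controls: 0 for no effect and ±100 for the full control effect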
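Steps: virus added to U2OS suspension (4 h, RT, dark); medium with 10% FBS added, cells plated, 37 C overnight; FluxOr/Red40 loading buffer 45 min RT; stimulation buffer, 2 min kinetic read; rate constant normalized.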
PKM2 act: qHTS Assay for Activators of Human Muscle isoform 2 Pyruvate Kinase; purified PKM2, Kinase-Glo ATP luminescence, activation; response scale: 0% is enzyme alone, no compound; AID 1631, 2009; 260,000 compounds, 0.34% hits; Potency, µM (titrated, usually from 57.5 µM), without a hit: at the top dose activation, actives largely listed as activators; note: potency is the fitted concentration of half-maximal effect; % is set by controls: 0 for no effect and ±100 for the full control effect; nearly all actives have a fitted effect of over 55% in size
Target sequence (P14618 whole entry, looked up, canonical isoform): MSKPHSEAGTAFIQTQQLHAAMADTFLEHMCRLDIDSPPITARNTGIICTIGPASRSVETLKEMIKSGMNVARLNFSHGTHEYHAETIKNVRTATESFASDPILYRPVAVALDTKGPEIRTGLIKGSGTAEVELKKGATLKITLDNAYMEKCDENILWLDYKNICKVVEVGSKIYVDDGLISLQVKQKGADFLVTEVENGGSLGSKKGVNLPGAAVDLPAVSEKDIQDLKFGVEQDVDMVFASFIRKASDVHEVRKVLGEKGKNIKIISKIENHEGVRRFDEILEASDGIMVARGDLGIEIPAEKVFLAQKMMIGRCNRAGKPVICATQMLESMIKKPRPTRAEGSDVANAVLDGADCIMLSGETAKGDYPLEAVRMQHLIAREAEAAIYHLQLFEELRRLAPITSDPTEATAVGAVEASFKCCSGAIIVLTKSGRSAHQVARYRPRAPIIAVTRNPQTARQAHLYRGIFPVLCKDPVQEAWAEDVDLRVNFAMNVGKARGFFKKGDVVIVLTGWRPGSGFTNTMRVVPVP
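hPK-M2, >95% pure; 0.1 mM ADP / 0.5 mM PEP final; imidazole pH7.2 buffer w/ 7 mM MgCl2, 50 mM KCl; 1 h RT; Kinase-Glo lum. Intermediate enzyme activity for dual inhibitor/activator qHTS.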
MLL CXXC-DNA inh: qHTS Fluorescence Polarization Assay for Inhibitors of MLL CXXC domain - DNA interaction. AID 2662, 2010. MLL-CXXC / FITC-HOXA9 DNA fluorescence polarization. 290,000 compounds, 0.037% hits. Histone-lysine N-methyltransferase 2A (Homo sapiens), Q03164. Potency, µM (titrated, usually from 115 µM), for the others: at the highest dose activity change, negative = inhibition, hits mostly inhibitors; active = well fitted inhibition curve with a large enough effect in the polarisation, with a control signal flat, not every such curve was filed as active; inconclusive = small, poorly fitted or top-dose-only effect, or effect the other way, or a change in a side signal; inactive = no such curve, though single readings can be large or run the other way; the % refers to the polarisation; note: potency is the fitted concentration of half-maximal effect
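Fluorescence polarization: 7 uM MLL-CXXC (stock) preincubated 5 min with compounds, then 50 nM fluorescein-HOX-A9 DNA (stock) added; 30 min ambient. Buffer 50 mM Tris-HCl pH 7.5, 50 mM NaCl, 1 mM DTT, 0.05% BSA.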
Coupling enz: qHTS Assay for Inhibitors of Fructose-1,6-bisphosphate Aldolase from Giardia Lamblia: Coupling assay counterscreen. coupling enzyme system counterscreen, AmpLite Red fluorescence. activity change, negative = inhibition, % at 58.2 µM, hits read low. 290,000 compounds, 0.67% hits; in the data active = activity change below about -30%; note: % is set by controls: 0 for no effect and ±100 for the full control effect
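Counterscreen of the coupled detection system alone, without aldolase: glyceraldehyde-3-phosphate coupling enzymes plus AmpLite Red readout. Compounds at 57.5 uM final, 10 min RT preincubation, 20 min RT reaction, fluorescence 525/598 nm.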
Giardia kill: Small Molecules that selectively kill Giardia lamblia: qHTS; Giardia lamblia trophozoite viability; activity change, % at 7.66 µM, hits read low; 340,000 compounds, 0.15% hits; in the data active = activity change below about -80%; inconclusive = between about -30% and that limit;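 note: parasites exposed to compound for two days anaerobically before the ATP read; % is set by controls: 0 for no effect and ±100 for the full control effect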
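Trophozoite viability was measured as ATP-dependent luminescence, read 15-30 min after reagent addition. Before that, parasites at 100 cells/well were exposed to compounds for 48 h, anaerobically, at 37 deg C.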
USP2a inh: qHTS Assay for Inhibitors of Ubiquitin-specific Protease USP2a Using CHOP2 as the Reporter | Ubiquitin carboxyl-terminal hydrolase 2 (Homo sapiens), O75604 | USP2 core, Ub-CHOP2 coupled fluorogenic reporter, 485/531 | Potency, µM (titrated, usually from 38.3 µM), without a hit: top-dose activity change, negative = inhibition, hits mostly inhibitors | 330,000 compounds, 0.01% hits | AID 463254, 2010;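 note: potency is the fitted concentration of half-maximal effect; plate controls were DMSO wells for no effect and full inhibition by NEM control for full effect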
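USP2 core (10nM final) preincubated 30min RT with compound in 20mM Tris-HCl pH 8.0, 2mM CaCl2, 2mM beta-mercaptoethanol, 0.05% CHAPS; 25nM Ub-CHOP2 plus 25nM reporter substrate added, fluorescence (Ex485/Em531) read after 60min.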
GALK inh: qHTS Assay for Inhibitors of Human Galactokinase (GALK) | P51570 | Purified GALK, Kinase-Glo residual ATP luminescence | Potency, µM (titrated, usually from 57.5 µM), without a hit: at the top dose activity change, negative = inhibition, hits mostly inhibitors | 270,000 compounds, 0.007% hits; note: potency is the fitted concentration of half-maximal effect; % is set by controls: 0 for no effect and ±100 for the full control effect
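Human GALK (5 nM) with 35 uM ATP and 100 uM galactose in 20 mM HEPES pH 8.0, 5 mM MgCl2, 60 mM NaCl, 1 mM DTT, 0.01% BSA. After 1 h at room temperature, leftover ATP was read by Kinase-Glo Plus luminescence.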
hERG WT inh: qHTS for Inhibitors of KCHN2 3.1: Wildtype qHTS; 340,000 compounds, 0.37% hits; U2OS, BacMam KCNH2, thallium flux FluxOr; hits give low values; activity change, % at 1.84 µM; Voltage-gated inwardly rectifying potassium channel KCNH2 (Homo sapiens), Q12809; AID 720551, 2013;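 active = maximum activity change below -70%; inconclusive = maximum activity change between -70% and -50%; inactive = maximum activity change above -50%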; note: % is set by controls: 0 for no effect and ±100 for the full control effect
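U2OS cells were transduced with wild-type KCNH2 virus (2.03 x 10^8 / mL) for 4 h at room temperature, then cultured overnight at 37 C. Thallium flux was read with FluxOr dye. Rate constants were normalized to DMSO controls.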
* = called active by the depositor; i = inactive; u = inconclusive; x = not tested or not shown; & = joins results of further samples; [ ] = remark or other dose. Unless noted, calls come from the whole dose curve; as a rule, active = well fitted curve in the direction sought with a large enough effect; inconclusive = small, poorly fitted or top-dose-only effect, or another doubt; inactive = no such curve, though single readings can be large; an effect the other way counts as inactive or inconclusive.

SMILES	Menin-MLL TR inh	B2AR arrestin	TRPV1 ag	KCNH2 3.1 inh	PKM2 act	MLL CXXC-DNA inh	Coupling enz	Giardia kill	USP2a inh	GALK inh	hERG WT inh
O=C(NC1CCCCC1)C1c2ccccc2C(=O)N1Cc1ccc2c(c1)OCO2 (stereo not given)	-19%	0.1%	7	-5	1%	-5%	2	-6	-2%	4%	-1
Cc1cc(C(=O)N[C@H](c2ccccc2)[C@@]2(C)C[C@@H]2[C@@H](C)C(=O)Nc2ccc3ccccc3c2)no1	-3%&-3%	-2.3%	24	-8	-2%&-1%	16%	1&3	13	1%	x	-5
Cc1cccc(CS(=O)(=O)c2cn(CC(=O)N3CCOCC3)c3ccccc23)c1	x	-0.5%	0	-4	-2%	-16%	x	10	3%	-8%	-8
COc1ccc(C2C(C(=O)c3ccccc3)N3c4ccccc4C=CC3C2[N+](=O)[O-])cc1 (stereo not given)	u	-0.9%	5	-7	-1%	118%[activator]	1	7	16%	-2%	-6
Cc1c(NC(=O)c2cccc(NC(=O)COc3ccc(C#N)cc3)c2)c(=O)n(-c2ccccc2)n1C	x	-0.4%	-3	-3	x	x	x	16	1%	x	2
Cc1ccc(S(=O)(=O)N2CCN(C(=O)COC(=O)c3cc([N+](=O)[O-])ccc3NCCO)CC2)c(C)c1	x	0.0%	x	-11	x	x	x	5	3%	x	-1
CC(C)CCNC(=O)CCCOc1ccccc1	-9%	0.5%	21	-23	-1%	11%	3	-6	-1%	6%	-9
COCCCNC(=O)Cn1nnc(-c2ccc(NC(=O)c3ccccc3F)cc2)n1	u	0.1%	-3	9	-4%	2%	1	-8	1%	-2%	-6
CCCC(=O)Nc1cc2c(cc1C(C)=O)OCCO2	-9%	0.1%	2	1	4%	u	0	-3	0%	-1%	u
Cc1nc2nc(C)n(-c3ccccc3)c2s1	-3%	-0.4%	18	-5	-4%	16%	3	2	0%	-1%	1
O=C(O)CN1C(=O)/C(=C\c2cn(CC(=O)N3CCOCC3)c3ccccc23)SC1=S	16%	0.0%	4	13	-4%	u	7	14	11%	-1%	1
Cc1ccc(/C=N\NC(=O)Cc2cccn2C)o1	4%	-0.2%	0	0	26%	6%	-1	16	5%	10%	2
COc1cccc(OC)c1C(=O)Nc1ccc2c3c(cccc13)CC2	u	-0.4%	4	-29	4%	8%	-10	-19	2%	0%	-5
Cc1ccc2nc(SCC(=O)NCc3ccc(S(N)(=O)=O)cc3)[nH]c2c1	-8%	-1.1%	0	-2	1%	-2%	6	24	-1%	-1%	-2
COc1cc(C)nc(NCc2ccccc2)n1	5%	0.3%	29	-10	0%	8%	0	15	-1%	0%	-14
COc1ccc(C)cc1NC(=O)c1ccc(OC(F)F)cc1	-4%	-0.2%	9	-3	9%	9%	-2	-16	4%	x	u
CN(C)CCN1C(=O)C2C(C(=O)Nc3cc(Cl)cc(Cl)c3)C3C=CC2(O3)C1C(=O)NC1CCCCC1 (stereo not given)	0%	-0.2%	5	2	1%	18%	3	-17	2%	-2%	12
O=C(CSc1nnc(SCC(=O)NCc2ccc3c(c2)OCO3)s1)NCc1ccc2c(c1)OCO2	7%	0.2%	1	-4	12%	-3%	3	0	-1%	0%	1
Cc1cc(C)nc(N2CCCC(C(=O)NCC(c3ccccc3)c3ccccc3)C2)n1 (stereo not given)	4%	-0.3%	u	-1	-1%	2%	0	-5	1%	0%	-4
Cc1cc(Br)c(NC(=O)Cn2c([N+](=O)[O-])cnc2C)cc1C	5%	-1.0%	9	7	x	-4%	2	-24	1%	-1%	0
C=CCn1c(C)c(C(C)=O)c(N2CCOCC2)nc1=S	-13%	0.4%	-2	-7	3%	2%	3	2	-1%	0%	0
Cc1nc(N2CCCCC2)c2ccsc2n1	0%	-0.7%	2	-8	0%	5%	2	-5	0%	4%	-3
CCC1(C)Cc2ccccc2-c2nc(SCC(N)=O)[nH]c(=O)c21 (stereo not given)	3%	-0.9%	19	-5	x	9%	-10	2	6%	-5%	18
O=C(COC(=O)CSc1ccc([N+](=O)[O-])cc1)NCCCc1ccccc1	x	0.0%	14	-12	-1%	-6%	x	6	1%	6%	-7
CCOC(=O)c1ccc(N=C2SC(C(=O)Nc3ccc(C(=O)O)cc3)CC(=O)N2Cc2cccs2)cc1 (stereo not given)	u	-0.2%	2	-11	9%	0%	1	-15	3%	-5%	i
Cc1c(C(=O)N/N=C/c2ccc(O)cc2)sc(=S)n1C	-8%	-0.4%	-1	-1	2%	9%	0	15	2%	3%	2
CCOC(=O)c1c(N)nn(C(=O)C(C)(C)C)c1-c1ccccc1	-5%	-0.2%	16	-5	3%	-5%	5	-13	0%	-2%	-2
CC(C)c1ccc(NC(=O)C2CC(=O)Nc3nc4ccccc4n32)cc1 (stereo not given)	x	0.0%	1	-6	-2%	-4%	0	8	0%	5%	21
O=C(CSCc1ccccc1Cl)NN1C(=O)c2ccccc2C1=O	18%	0.5%	0	2	1%	-1%	2	-1	-1%	-3%	-7
CCOc1ccc(NC(=O)CSc2nnc(-c3ccoc3C)n2CC2CCCO2)cc1 (stereo not given)	8%	-0.8%	-4	2	-2%	0%	3	0	0%	1%	16
COc1ccc2c(=O)c(-c3ccc(OC)c(OC)c3)coc2c1	-6%	-0.6%	25	-12	2%	-6%	1	4	-2%	3%	-1
COc1ccc([N+](=O)[O-])cc1NS(=O)(=O)c1ccc(C)cc1	8%	-1.1%	1	-8	-2%	14%	1	1	-4%	0%	9
Fc1ccc(-c2n[nH]c(=S)n2/N=C/c2c[nH]c3ccccc23)cc1	-1%	0.1%	3	-10	-8%	-3%	-1	5	-6%	1%	9
CCN(CC)CCC(=O)N1c2ccccc2Sc2ccc(Cl)cc21	-9%	0.2%	9	0	x	-5%	x	-8	0%	x	40
COc1ccc(/C=N/Nc2cc(C)nc(-n3nc(C)cc3C)n2)c(OC)c1	1%	0.0%	0	15	5%	6%	-1	-3	2%	x	3
O=C(Nc1nnc(SCc2ccccc2Cl)s1)c1cccc([N+](=O)[O-])c1	u	-0.7%	4	-2	12%	1%	1	-8	2%	-6%	3
CN1CC(c2ccc(Cl)c(Cl)c2)[C@@]2(COc3ccccc3C2=O)[C@@]12C(=O)Nc1ccccc12 (stereo not given in full)	8%	-0.5%	21	-21	-5%	13%	-6	-11	0%	1%	-28
NC(=NC(=O)c1ccc(Cl)cc1)N1N=CCC1c1ccccc1 (stereo not given)	-23%	-0.2%	30	2	-4%	-8%	0	-4	-4%	0%	-2
S=c1[nH]nc(-c2ccc(Br)cc2)n1Cc1ccco1	0%	-1.8%	-1	-6	-15%	-13%	0	-16	0%	0%	20
CCN(c1ccc(NS(=O)(=O)c2cc(Cl)ccc2Cl)cc1)C(C)C	-16%	-0.4%	13	-7	-9%	8%	-2	6	-3%	1%	-17
COc1ccc(CNC(=O)c2cc(=O)c3ccc(C)c(C)c3o2)cc1	-25%	-0.1%	20	-15	x	6%	3	1	4%	2%	6
CC[C@]12c3[nH]c4ccccc4c3CCN1C(=O)C(CC(=O)NCCCOC)C[C@@H]2C(=O)N1CCN(C(=O)C2CC2)CC1 (stereo not given in full)	x	-0.8%	x	-6	x	x	x	3	3%	x	21
Cc1ccc(C(=O)CNc2ccc(C)cc2C)cc1	-20%	-1.1%	u	-5	-1%	-9%	1	-24	-2%	1%	-1
COc1cccc(CNC(=O)CC(NC(C)=O)c2ccccc2)c1 (stereo not given)	4%	-0.3%	-2	-6	1%	1%	-3	-11	1%	-1%	-4

A portion of the library; count on the stated rates, not on these rows.
